IDH1 R132H inh = blocks human IDH1 R132H reductase activity; diaphorase/resazurin fluorescence, 60 min; AID 624101; inhibition, % at 10 µM; 70,000 tested, 0.18% active; O75874; in the data active means inhibition above about 34%;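 further: 0% = DMSO and 100% = no enzyme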
PRC2 inh = EZH2 (human) methyltransferase inhibition. PRC2 H3K27 methylation, DELFIA TRF, 1 h. inhibition, % at 12.5 µM. 57,000 tested, 0.35% active. AID 651548;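 active means mean inhibition of replicates at least 50% and every single replicate also reaching 50%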;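 further: dimethyl H3K27 on biotinylated H3 21-44 peptide detected by antibody; plate controls were median neutral control wells for no effect and median positive control wells for full effect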
Target sequence (Q15910 whole entry, looked up): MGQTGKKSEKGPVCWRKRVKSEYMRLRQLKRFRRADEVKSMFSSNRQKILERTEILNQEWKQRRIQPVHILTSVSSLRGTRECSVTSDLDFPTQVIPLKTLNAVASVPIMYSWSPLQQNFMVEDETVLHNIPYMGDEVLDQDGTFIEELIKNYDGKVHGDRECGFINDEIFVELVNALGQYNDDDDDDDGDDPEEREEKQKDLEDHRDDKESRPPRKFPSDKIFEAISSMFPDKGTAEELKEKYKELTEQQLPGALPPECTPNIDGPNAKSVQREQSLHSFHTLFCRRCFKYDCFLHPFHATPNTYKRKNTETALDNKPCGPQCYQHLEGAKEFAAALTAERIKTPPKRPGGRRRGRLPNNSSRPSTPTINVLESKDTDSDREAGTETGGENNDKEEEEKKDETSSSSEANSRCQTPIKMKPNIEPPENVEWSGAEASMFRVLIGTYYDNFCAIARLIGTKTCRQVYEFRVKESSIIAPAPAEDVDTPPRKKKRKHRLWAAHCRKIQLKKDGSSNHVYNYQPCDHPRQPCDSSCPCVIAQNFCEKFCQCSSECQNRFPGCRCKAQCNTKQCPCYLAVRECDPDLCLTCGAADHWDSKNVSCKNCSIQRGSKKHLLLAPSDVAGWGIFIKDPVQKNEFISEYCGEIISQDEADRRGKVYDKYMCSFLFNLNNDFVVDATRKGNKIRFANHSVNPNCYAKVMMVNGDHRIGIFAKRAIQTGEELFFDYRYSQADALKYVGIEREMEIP
Active calls of the source: *; · = no result given. A portion of the library. The share of hits here may be higher or lower than overall.

Second line of a record: IDH1 R132H inh	PRC2 inh
- C[C@H]1CN([C@@H](C)CO)C(=O)Cc2cc(NC(=O)CCN3CCOCC3)ccc2O[C@H]1CN(C)C(=O)Nc1ccc2c(c1)OCO2
    -6.7	·
- C[C@@H]1CCCCO[C@@H](CN(C)Cc2ccc(Cl)c(Cl)c2)[C@@H](C)CN([C@@H](C)CO)C(=O)c2cc(NS(C)(=O)=O)ccc2O1
    -1.7	·
- O=C(Nc1cccc(Cl)c1)N[C@H]1CC[C@H](CCNC(=O)C2CCOCC2)O[C@H]1CO
    0.1	-0.9
- COc1cccc(-c2cnc3c(c2)C(=O)N([C@H](C)CO)C[C@H](C)[C@H](CN(C)S(C)(=O)=O)O3)c1
    -6.2	-5.2
- COCCNC(=O)C[C@H]1C=C[C@@H](NS(=O)(=O)c2ccc(C)cc2)[C@H](CO)O1
    -0.4	5.1
- CCn1c2ccccc2c2cc(NC(=O)CN(C)S(=O)(=O)c3ccc(Cl)cc3)ccc21
    -0.1	9.6
- COc1cc(/C=N/NC(=O)c2cccc(C(=O)NO)c2)c(Br)cc1O
    0.0	-1.5
- CO[C@H]1CN(C)C(=O)c2ccc(NC(=O)C3CC3)cc2OC[C@H](C)N(C(=O)c2ccccc2)C[C@@H]1C
    -0.1	-8.4
- O=C(C[C@@H]1CC[C@H](NC(=O)CN2CCOCC2)[C@@H](CO)O1)NC1CCC1
    0.3	-22.9
- CNC[C@@H]1Oc2ccc(NC(=O)Cn3cnnn3)cc2C(=O)N([C@H](C)CO)C[C@H]1C
    6.7	·
- O=C(NC1CCCCC1)N[C@H]1CC[C@@H](CCNS(=O)(=O)c2ccccc2)O[C@@H]1CO
    0.0	5.6
- Cc1noc(C)c1NC(=O)N(C)C[C@H]1Oc2cc(C#CCC(C)C)ccc2S(=O)(=O)N([C@@H](C)CO)C[C@H]1C
    -0.8	·
- C[C@@H]1CCCCO[C@@H](CN(C)CC2CCCCC2)[C@H](C)CN([C@H](C)CO)C(=O)c2cc(NC(=O)Nc3ccccc3)ccc2O1
    -0.2	·
- CCCC(O)C#Cc1cnc2c(c1)C(=O)N([C@H](C)CO)C[C@H](C)[C@H](CN(C)C(=O)NC(C)C)O2 (some centres undefined)
    1.5	·
- C[C@@H]1CN([C@@H](C)CO)C(=O)Cc2cc(NS(=O)(=O)c3ccccc3)ccc2O[C@H]1CN(C)Cc1ccc(Oc2ccccc2)cc1
    0.0	·
- CCCN(C)C[C@@H]1Oc2cc(-c3cccc(C#N)c3)ccc2S(=O)(=O)N([C@H](C)CO)C[C@@H]1C
    -0.3	·
- C[C@H](CO)N1C[C@H](C)[C@H](CN(C)C(=O)[C@H]2CCCN2C)OCc2ccccc2-c2c(n(C)c3ccccc23)C1=O
    ·	-16.1
- C[C@@H]1CN([C@@H](C)CO)C(=O)c2cc(N(C)C)ccc2O[C@H]1CN(C)Cc1ccc(-c2ccccc2)cc1
    -4.9	2.6
- O=C(CCN1C(=O)C2C3C=CC(C4CC34)C2C1=O)Oc1ccccc1 (centres undefined)
    0.0	8.4
- CCC(=O)Nc1ccc2c(c1)OC[C@@H](C)N(CC1CC1)C[C@@H](C)[C@@H](OC)CN(C)C2=O
    -0.2	16.7
- CCC(=O)Nc1ccc2c(c1)OC[C@H](C)N(CC1CCOCC1)C[C@@H](C)[C@H](OC)CN(C)C2=O
    0.4	-1.9
- C[C@H]1CCCCO[C@@H](CN(C)C)[C@@H](C)CN([C@@H](C)CO)C(=O)c2cc(NC(=O)Cc3ccccc3)ccc2O1
    -1.4	5.1
- COCC(=O)Nc1ccc2c(c1)OC[C@H](C)N(C(=O)NC(C)C)C[C@@H](C)[C@H](OC)CN(C)C2=O
    -0.1	1.0
- CCS(=O)(=O)N[C@H]1CC[C@@H](CC(=O)NCc2ccc(F)cc2)O[C@@H]1CO
    -0.5	9.7
- Cc1ccc(NC(=O)COc2ccc(Br)cc2C)c([N+](=O)[O-])c1
    0.0	18.6
- COc1ccc(NC(=O)Nc2ccc3c(c2)C(=O)N([C@@H](C)CO)C[C@@H](C)[C@@H](CN(C)C(=O)Nc2ccc4c(c2)OCO4)O3)cc1
    0.0	·
- C[C@H]1CN([C@@H](C)CO)C(=O)c2cccc(NS(=O)(=O)c3cccs3)c2O[C@H]1CN(C)C(=O)Nc1ccc2c(c1)OCO2
    1.6	·
- Cc1noc(C)c1S(=O)(=O)Nc1ccc2c(c1)C(=O)N([C@H](C)CO)C[C@@H](C)[C@H](CN(C)C(=O)c1ccccc1)OCCCC[C@@H](C)O2
    0.2	·
- C[C@H](CO)N1C[C@H](C)[C@@H](CN(C)Cc2ccc(Cl)c(Cl)c2)OCCCC[C@H](C)Oc2ccc(NS(C)(=O)=O)cc2C1=O
    -0.5	·
- Cc1ccc(C(=O)CSc2nnc(-c3ccccc3)n2-c2ccccc2)o1
    -0.7	-3.4
- C[C@@H]1CCCCO[C@H](CN(C)C(=O)CCCN(C)C)[C@@H](C)CN([C@@H](C)CO)C(=O)c2cc(NC(=O)Nc3ccc(F)cc3)ccc2O1
    -0.9	·
- COc1ccc(S(=O)(=O)N(C)C[C@H]2Oc3c(NC(=O)Nc4c(C)noc4C)cccc3C(=O)N([C@@H](C)CO)C[C@H]2C)cc1
    2.2	·
- Cc1ccc(C)c(NC(=O)c2ccc(OCC(=O)Nc3ccccc3C)cc2)c1
    0.4	4.0
- C[C@H](CO)N1C[C@H](C)[C@H](CN(C)C(=O)C2CCC2)Oc2cc(Br)ccc2S1(=O)=O
    ·	12.9
- COc1ccc(NC(=O)N(C)C[C@H]2Oc3ccc(NC(=O)Nc4ccc5c(c4)OCO5)cc3C(=O)N([C@H](C)CO)C[C@H]2C)cc1
    0.1	·
- COC(=O)C[C@H]1C[C@@H]2c3cc(NS(=O)(=O)c4ccc(OC)cc4)ccc3O[C@@H]2[C@@H](CO)O1
    -2.1	9.6
- CC(C)c1cn(CC[C@H]2CC[C@@H](NS(=O)(=O)c3ccc(F)cc3)[C@@H](CO)O2)nn1
    -0.2	-5.8
- COc1ccccc1C(=O)Nc1c(C)[nH]c(=O)[nH]c1=O
    0.3	5.1
- O=C(NCCN1CCOCC1)c1cccc(S(=O)(=O)N2CCCC2)c1
    0.1	-9.5
- COCC(=O)N1C[C@H](C)[C@H](OC)CN(C)C(=O)c2ccc(NC(=O)Nc3cccc(F)c3)cc2OC[C@H]1C
    0.0	-10.3

Further entries
Molecule,IDH1 R132H inh,PRC2 inh
C[C@@H]1CN([C@@H](C)CO)C(=O)Cc2cc(NC(=O)Nc3cccc4ccccc34)ccc2O[C@H]1CN(C)S(=O)(=O)c1ccc(Cl)cc1,3.2,·
C[C@@H]1CN([C@H](C)CO)C(=O)c2cc(C#CC3CCCCC3)cnc2O[C@H]1CN(C)C(=O)Cc1ccccn1,·,-27.4
CO[C@@H]1CN(C)C(=O)c2ccc(NC(=O)C3CCC3)cc2OC[C@@H](C)N(Cc2nccs2)C[C@H]1C,0.2,0.6
C[C@@H]1CN([C@@H](C)CO)C(=O)c2cc(NC(=O)c3ccncc3)ccc2O[C@@H]1CN(C)S(C)(=O)=O,0.2,0.1
CO[C@@H](CN(C)S(=O)(=O)c1cccc(Cl)c1)[C@@H](C)CN(C(=O)Nc1ccccc1F)[C@H](C)CO,-0.5,-7.6
COc1ccc(NC(=O)N(C)C[C@H]2OCCCC[C@H](C)Oc3ccc(NC(=O)Nc4cccc5ccccc45)cc3C(=O)N([C@H](C)CO)C[C@@H]2C)cc1,-0.1,·
COC(=O)c1c(NC(=O)C2CC(=O)NN2Cc2ccccc2)sc2c1CCC(C)C2 (centres undefined),0.0,-9.9
CC(=O)O[C@H]1C[C@@]2(C)[C@@H](C[C@@H](O)C3[C@]2(C)CC[C@H]2[C@H](C)[C@H](O)CC[C@]32C)/C1=C(/CCC=C(C)C)C(=O)O (some centres undefined),0.0,·

A different layout for three compounds above.
Compound: COC(=O)c1c(NC(=O)C2CC(=O)NN2Cc2ccccc2)sc2c1CCC(C)C2 (centres undefined)
  IDH1 R132H inh = 0.0; PRC2 inh = -9.9
Compound: C[C@@H]1CN([C@H](C)CO)C(=O)c2cc(C#CC3CCCCC3)cnc2O[C@H]1CN(C)C(=O)Cc1ccccn1
  IDH1 R132H inh = ·; PRC2 inh = -27.4
Compound: COc1ccc(NC(=O)N(C)C[C@H]2OCCCC[C@H](C)Oc3ccc(NC(=O)Nc4cccc5ccccc45)cc3C(=O)N([C@H](C)CO)C[C@@H]2C)cc1
  IDH1 R132H inh = -0.1; PRC2 inh = ·

The list continues.
Molecule,IDH1 R132H inh,PRC2 inh
C[C@@H]1CN([C@H](C)CO)C(=O)c2cc(C#Cc3cccc(F)c3)cnc2O[C@H]1CN(C)C(=O)C1CCOCC1,-2.1,2.1
Cc1cc2nc(-c3ccc(Cl)c(NC(=O)COc4ccccc4)c3)oc2cc1C,0.1,0.2
O=C(NCC[C@@H]1CC[C@@H](NC(=O)C2CCCC2)[C@H](CO)O1)c1cnccn1,0.1,-12.0
C[C@H](CO)N1C[C@H](C)[C@@H](CN(C)C(=O)Nc2ccc(C(F)(F)F)cc2)Oc2ccc(NC(=O)CCC(F)(F)F)cc2C1=O,0.3,-6.9
O=C(C[C@H]1C[C@H]2c3cc(NC(=O)C4CCC4)ccc3O[C@H]2[C@@H](CO)O1)NCc1ccc(Cl)cc1,-0.2,-2.4
C[C@H](CO)N1C[C@H](C)[C@@H](CN(C)C(=O)CN(C)C)Oc2cc(C#CC(C)(C)O)ccc2S1(=O)=O,2.8,9.3
COc1ccc(CNC(=O)C[C@H]2C[C@H]3c4cc(N(C)C)ccc4O[C@H]3[C@H](CO)O2)cc1,-0.8,-10.5
C[C@@H]1CN([C@@H](C)CO)C(=O)c2cccc(NC(=O)C3CCOCC3)c2O[C@H]1CN(C)Cc1ccccc1,1.5,-1.4
COc1ccc([Si](C)(C)[C@@H]2[C@@H](CCO)O[C@]3(C(=O)N(Cc4ccccc4)c4ccc(N5CCOC5=O)cc43)[C@H]2C)cc1,·,25.0
COc1ccc(NC(=O)N(C)C[C@H]2Oc3ccc(NS(=O)(=O)c4ccc(OC)cc4)cc3C(=O)N([C@H](C)CO)C[C@H]2C)cc1,-11.5,·
Cc1noc(C)c1S(=O)(=O)Nc1ccc2c(c1)C(=O)N([C@H](C)CO)C[C@H](C)[C@H](CN(C)Cc1ccncc1)OCCCC[C@H](C)O2,3.4,·
C[C@@H]1CN([C@@H](C)CO)C(=O)CCCn2cc(nn2)CO[C@H]1CN(C)C(=O)Nc1ccccc1,0.4,·
CO[C@H]1CN(C)C(=O)c2ccc(NC(=O)Nc3ccccc3)cc2OC[C@@H](C)N(C(=O)CC2CC2)C[C@@H]1C,-0.2,-15.2
C[C@@H]1CN([C@H](C)CO)C(=O)c2cc(N(C)C)ccc2O[C@@H]1CN(C)Cc1ccncc1,-0.8,31.0
C[C@H](CO)N1C[C@H](C)[C@@H](CN(C)S(=O)(=O)c2ccc(F)cc2)Oc2ccc(N(C)C)cc2CC1=O,0.0,·
C[C@@H]1CN([C@@H](C)CO)C(=O)c2cc(NC(=O)CCCN(C)C)ccc2O[C@H]1CN(C)Cc1ccc(-c2ccccc2)cc1,2.0,·

The list goes on, overlapping the part above by two compounds.
Molecule,IDH1 R132H inh,PRC2 inh
C[C@H](CO)N1C[C@H](C)[C@@H](CN(C)S(=O)(=O)c2ccc(F)cc2)Oc2ccc(N(C)C)cc2CC1=O,0.0,·
C[C@@H]1CN([C@@H](C)CO)C(=O)c2cc(NC(=O)CCCN(C)C)ccc2O[C@H]1CN(C)Cc1ccc(-c2ccccc2)cc1,2.0,·
Cc1cc(C(=O)CSc2nnc3ccccn23)c(C)n1Cc1ccccc1,-0.4,12.7
CCCNC(=O)N[C@@H]1CC[C@@H](CC(=O)N2CCN(C)CC2)O[C@@H]1CO,0.1,-3.5
C[C@H]1CCCCO[C@@H](CN(C)S(=O)(=O)c2ccccc2)[C@@H](C)CN([C@@H](C)CO)C(=O)c2cc(NS(C)(=O)=O)ccc2O1,1.5,·
CCC(=O)N[C@H]1CC[C@H](CC(=O)NCc2ccccc2OC)O[C@H]1CO,0.1,-4.3
COc1ccc(S(=O)(=O)N(C)C[C@H]2Oc3ccc(NC(=O)Cc4cn(C)c5ccccc45)cc3C(=O)N([C@@H](C)CO)C[C@H]2C)cc1,-6.4,·
COC(=O)C[C@@H]1CC[C@H](NC(=O)Nc2ccc(C(F)(F)F)cc2)[C@H](CO)O1,-0.4,10.4
CCC(=O)N1C[C@@H](C)[C@H](OC)CN(C)C(=O)c2cc(NC(=O)Nc3ccccc3)ccc2OC[C@H]1C,0.3,-2.6
C[C@H]1CN([C@@H](C)CO)C(=O)c2cccc(NC(=O)Nc3ccccc3)c2O[C@@H]1CN(C)C,·,1.4
C[C@@H]1CN([C@H](C)CO)C(=O)c2cc(NC(=O)Nc3ccc(C(F)(F)F)cc3)ccc2O[C@H]1CN(C)S(=O)(=O)c1ccc(Cl)cc1,3.3,·
C[C@H](CO)N1C[C@H](C)[C@H](CN(C)Cc2ccc3c(c2)OCO3)Oc2ccc(NC(=O)CCC(F)(F)F)cc2C1=O,·,-10.2
C[C@H]1CN([C@@H](C)CO)C(=O)c2cc(NC(=O)NC3CCCCC3)ccc2O[C@H]1CN(C)S(=O)(=O)c1ccccc1,-1.5,·
C[C@H]1CN([C@@H](C)CO)C(=O)c2cccc(N(C)C)c2O[C@@H]1CN(C)C(=O)Nc1ccccc1,-0.8,7.3
C[C@H]1CN([C@@H](C)CO)C(=O)c2cc(NC(=O)Nc3ccc4c(c3)OCO4)ccc2O[C@H]1CN(C)Cc1ccccc1,-0.6,-12.4
C[C@H]1CN([C@@H](C)CO)S(=O)(=O)c2ccc(-c3ccncc3)cc2O[C@H]1CN(C)Cc1cccnc1,·,0.0

Bioassay records from PubChem.
